Screening data deposited in PubChem BioAssay by several laboratories.
proKLK7 act = activates the human kallikrein-7 zymogen; AID 652039; activation, % at 7 µM; purified proKLK7, EDANS-DABCYL substrate fluorescence; 100% is mature enzyme control, 0% vehicle; 370,000 compounds, 0.9% hits; P49862;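 active = activation above the mean of all tested compounds plus 3 SD, computed per campaign excluding outliers beyond control limits, cut at about 13% in these data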
Target sequence (P49862 whole entry, looked up): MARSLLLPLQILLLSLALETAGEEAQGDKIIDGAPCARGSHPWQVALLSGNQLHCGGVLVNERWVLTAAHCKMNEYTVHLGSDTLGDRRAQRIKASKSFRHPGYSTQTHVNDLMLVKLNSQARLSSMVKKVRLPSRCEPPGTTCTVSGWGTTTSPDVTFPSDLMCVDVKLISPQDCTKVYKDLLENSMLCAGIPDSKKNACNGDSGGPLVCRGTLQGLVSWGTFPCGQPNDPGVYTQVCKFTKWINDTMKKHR
PLC-beta3 inh = PLC-beta3 (human) inhibition, primary screen; Q01970; Purified PLC-beta3, fluorogenic substrate, fluorescence; inhibition, % at 12.2 µM; 370,000 compounds, 0.18% hits; in the data active = inhibition above about 11%;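 also: 0% = median of compound wells on plate and 100% = full blocker control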
Rev-erbA mod = Rev-erb alpha (human) modulation | AID 1259318 | P20393 | activity, % at 10 µM | Rev-erbα–FITC-DNA binding, fluorescence polarization, 90 min | 370,000 compounds, 0.79% hits;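 active = activity above about 14%, limit read from the data; passing the limit was not always enough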;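 also: 0% = DMSO wells with 35 nM protein and 100% = DMSO wells with 750 nM protein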
Tn6 DDE FP = DD(E)-Tn6 binding inhibition, primary FP screen; P02675; Fibrin DD(E) TRITC-Tn6 fluorescence polarization displacement; inhibition, % at 8.3 µM; 370,000 compounds, 0.21% hits;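 active = inhibition above a per-campaign cutoff: mean of compounds within control limits plus 3 SD, cut at about 15% in these data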;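 also: 0% = median of all compound wells on the plate and 100% = blocking peptide control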
Tn7 DDE FP = DD(E)-Tn7 binding inhibition, primary FP screen | P02675 | FP displacement of FITC-Tn7 peptide from fibrin DD(E); 0% = median of compound wells per plate | inhibition, % at 8.3 µM | 370,000 compounds, 0.13% hits;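 active = inhibition above the mean of compounds falling within the control limits plus 3 SD of them, cut at about 14% in these data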;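 also: 0% = plate median of compound wells and 100% = 10 µM Aha-Tn7 peptide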
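system = human fibrin DD(E) protein | quantity = DD(E) 2 µM final | medium = Tris/NaCl/CaCl2 buffer, pH 7.8 | also added = labelled Tn7 tracer, 0.1 µM | compound dosing = single point at 8.3 µM | timing = compound with protein 10 min, then 3 h after probe, room temperature | signal = FP measurement | benchmarks = Aha-Tn7 high control | repeats = one replicate per compound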
sPLA2-III inh = Inhibits HGIII-sPLA2 liposome hydrolysis, primary screen; QFRET BODIPY PC-A2 liposome hydrolysis, fluorescence; inhibition, % at 12.2 µM; 370,000 compounds, 0.56% hits;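 active = inhibition above mean plus 3 SD of compounds lying within the high and low control bounds, cut at about 19% in these data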;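 also: 0% = median of test compound wells and 100% = no enzyme DMSO wells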
ARFGAP1 inhibitor = inhibitors of rat ARFGAP1 | 360,000 compounds, 0.26% hits | AID 651572 | Arfgap1-stimulated ARF1 GTP hydrolysis, GDP FP detection | inhibition, % at 16.5 µM;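 active = inhibition above a per-plate limit, mean inhibition of low control wells plus 3 SD, cut at about 25% in these data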;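 also: 0% = DMSO wells with enzyme and 100% = wells lacking Arfgap1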
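System: truncated rat Arfgap1 GAP domain / Benchmarks: high control wells lacking Arfgap1, low control full reaction with DMSO / Times: compound-enzyme preincubation 20 min, reaction 120 min, detection 60 min, 25 °C / Repeats: one replicate per compound / Also added: human ARF1(Δ1-17)-GTP substrate / Measured by: Tracer-displacement fluorescence polarization with EDTA stop, 620/688 nm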
UHRF1 MBD2 ctr = blocks human UHRF1 binding to methylated DNA. Q96T88. AID 687016. inhibition, % at 4.4 µM. UHRF1 binding to methylated oligo, TR-FRET. 370,000 compounds, 0.75% hits; in the data active = inhibition above about 21%;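 also: UHRF1 SRA domain binding a hemimethylated CpG hairpin DNA probe; 0% = median of test compound wells and 100% = reference inhibitor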
Target sequence (Q96T88 whole entry, looked up, the tested form may be a part): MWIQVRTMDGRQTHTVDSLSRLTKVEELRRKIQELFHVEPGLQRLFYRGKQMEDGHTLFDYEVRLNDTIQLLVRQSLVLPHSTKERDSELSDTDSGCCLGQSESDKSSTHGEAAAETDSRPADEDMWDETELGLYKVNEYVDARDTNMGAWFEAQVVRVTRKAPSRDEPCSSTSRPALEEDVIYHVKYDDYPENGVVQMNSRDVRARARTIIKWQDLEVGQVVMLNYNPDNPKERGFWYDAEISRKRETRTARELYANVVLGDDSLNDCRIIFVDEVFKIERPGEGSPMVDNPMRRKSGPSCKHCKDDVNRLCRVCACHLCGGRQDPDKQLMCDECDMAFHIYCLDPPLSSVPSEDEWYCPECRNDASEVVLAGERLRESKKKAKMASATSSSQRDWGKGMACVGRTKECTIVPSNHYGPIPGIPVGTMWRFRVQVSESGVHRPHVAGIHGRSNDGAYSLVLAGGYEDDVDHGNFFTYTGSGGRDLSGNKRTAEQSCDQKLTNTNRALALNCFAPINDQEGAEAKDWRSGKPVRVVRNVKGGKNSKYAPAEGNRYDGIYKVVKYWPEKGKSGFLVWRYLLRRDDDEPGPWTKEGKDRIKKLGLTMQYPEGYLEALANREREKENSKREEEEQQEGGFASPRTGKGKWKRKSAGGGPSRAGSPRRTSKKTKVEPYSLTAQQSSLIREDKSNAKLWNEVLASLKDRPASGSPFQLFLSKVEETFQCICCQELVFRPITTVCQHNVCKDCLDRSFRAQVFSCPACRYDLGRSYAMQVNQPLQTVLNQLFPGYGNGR
PLCg1 inh = PLC-gamma1 (human) inhibition, primary screen; inhibition, % at 12.2 µM; purified PLC-gamma1, fluorogenic substrate, fluorescence; AID 720700; 370,000 compounds, 0.84% hits; in the data active = inhibition above about 9.5%
ASAP1 GAP inh = inhibitors of human ASAP1 ArfGAP activity; AID 624377; 360,000 compounds, 0.19% hits; ASAP1-stimulated ARF1 GTP hydrolysis, GDP FP detection; inhibition, % at 16.5 µM; in the data active = inhibition above about 25%;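 also: 0% = vehicle with enzyme and substrate and 100% = no enzyme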
* marks the source's active call; other numbers are inactive results; i = inactive; . = not tested or not shown.

The opening 3 entries, ahead of the listing:
Molecule,proKLK7 act,PLC-beta3 inh,Rev-erbA mod,Tn6 DDE FP,Tn7 DDE FP,sPLA2-III inh,ARFGAP1 inhibitor,UHRF1 MBD2 ctr,PLCg1 inh,ASAP1 GAP inh
O=C(NC1CCCC1)C1CCN(C(=O)c2ccc(-c3ccccc3)cc2)CC1,-0.2,-8,4,8,3,-5,2,-1,-5,0
O=C1CCC(C(=O)N2CCCCCC2)CN1Cc1cccc(C(F)(F)F)c1 (stereo not drawn),0.7,-2,6,-1,-6,3,7,1,2,3
CCCC(O)(CCN1CCOCC1)c1ccc(Cl)cc1 (stereo not drawn),-0.2,-4,-6,2,-2,1,4,0,0,-12

The listing, previewed entries included:
Molecule,proKLK7 act,PLC-beta3 inh,Rev-erbA mod,Tn6 DDE FP,Tn7 DDE FP,sPLA2-III inh,ARFGAP1 inhibitor,UHRF1 MBD2 ctr,PLCg1 inh,ASAP1 GAP inh
O=C(NC1CCCC1)C1CCN(C(=O)c2ccc(-c3ccccc3)cc2)CC1,-0.2,-8,4,8,3,-5,2,-1,-5,0
O=C1CCC(C(=O)N2CCCCCC2)CN1Cc1cccc(C(F)(F)F)c1 (stereo not drawn),0.7,-2,6,-1,-6,3,7,1,2,3
CCCC(O)(CCN1CCOCC1)c1ccc(Cl)cc1 (stereo not drawn),-0.2,-4,-6,2,-2,1,4,0,0,-12
COc1ccc(NC(=O)NCCCN2CCN(c3cc(C)ccc3C)CC2)cc1,0.1,1,-6,-6,0,-10,6,1,1,-11
Cc1ccc(OCCOC(=O)c2cc(S(=O)(=O)N3CCCCC3)ccc2N2CCOCC2)cc1,-0.3,-10,-7,1,2,6,-4,1,0,-1
CCOc1cc(Br)c(C(C)NC(=O)c2cccnc2)cc1OCC (stereo not drawn),-0.1,-3,-2,1,0,7,2,6,5,-10
Cc1cccc(C)c1Nc1nnc(SCc2cn3cccc(C)c3n2)s1,1.5,-3,4,-3,2,1,9,6,5,-5
CCCc1ccc(-c2ccc(F)c(N)c2)nc1,0.8,-1,-2,2,2,2,6,-1,0,10
CCOC(=O)c1cc2sc(C)cc2n1CCCN1C(=O)c2ccccc2C1=O,-0.2,2,0,7,-8,6,20,-4,2,7
O=C1CC(CSc2ccc(Cl)cc2)=NN1,0.1,-7,-3,0,3,-36,-1,-4,0,-5
O=C(NCc1ccccc1)c1c[nH]c2ccc(F)cc2c1=O,-1.2,-18,3,-3,-3,-8,3,1,-10,8
COc1ccc(-c2nnc(SC(C)C(=O)Nc3c(C)n(C)n(-c4ccccc4)c3=O)o2)cc1 (stereo not drawn),0.1,-1,-4,-3,3,9,12,3,-1,-2
Cc1nc(NC(=O)C2CC2)sc1C(=O)N(C)C,-0.5,6,-4,2,-3,-1,2,0,-2,-14
COc1ccc(S(=O)(=O)N2CCC(C(=O)Nc3ccccc3N3CCCCC3)CC2)cc1OC,0.7,-7,4,6,-1,3,4,-1,0,-4
CN1CCC(n2[nH]c(-c3ccccc3)c(Cc3ccccc3)c2=O)CC1,-0.4,-3,0,3,-1,-5,2,-7,-3,-14
O=C1Nc2c(Cl)cc(Cl)cc2C1=O,1.1,-7,-4,-6,-1,8,20,-4,-3,12
Cc1csc(/N=C/N(C)C)c1C#N,0.2,-7,6,-7,-5,11,-4,-2,0,8
O=C(COC(=O)Cn1cnc2ccccc21)NCCC1=CCCCC1,0.7,7,0,-2,-5,3,-20,3,7,-13
Cc1ccc(NC(=O)c2cc3cc(OC(F)(F)F)ccc3[nH]2)cc1,-0.6,-34,6,0,8,7,21,3,-22,8
Cn1c(=NC(=O)c2ccc(S(=O)(=O)N3CCCc4ccccc43)cc2)sc2cc(S(C)(=O)=O)ccc21,-0.5,-12,13,-4,8,14,-5,0,-13,2
Cc1nc2ccc(S(=O)(=O)NC(C(=O)Nc3nccs3)C(C)C)cc2s1 (stereo not drawn),0.1,-5,-7,-1,3,2,2,1,2,1
CN(CC(=O)Nc1cccc(F)c1)C(=O)c1cn(-c2ccccc2)nc1-c1ccc(Cl)cc1,-0.7,-5,-4,-9,4,-16,14,-1,4,18
COC(=O)c1sccc1NC(=S)N1C(C)CCCC1C (stereo not drawn),0.1,-11,-10,-4,1,3,10,4,1,-5
Cn1cnnc1SCC(=O)Nc1ccc(S(=O)(=O)N2CCCC2)cc1,-0.2,1,-7,8,4,-6,6,-2,-5,2
Cc1cc(C)cc(NC(=O)CSc2ccccc2)c1,-0.7,1,-2,-8,5,-12,9,-1,1,-1

Random excerpt: 3 entries already listed
Molecule,proKLK7 act,PLC-beta3 inh,Rev-erbA mod,Tn6 DDE FP,Tn7 DDE FP,sPLA2-III inh,ARFGAP1 inhibitor,UHRF1 MBD2 ctr,PLCg1 inh,ASAP1 GAP inh
O=C(COC(=O)Cn1cnc2ccccc21)NCCC1=CCCCC1,0.7,7,0,-2,-5,3,-20,3,7,-13
CN(CC(=O)Nc1cccc(F)c1)C(=O)c1cn(-c2ccccc2)nc1-c1ccc(Cl)cc1,-0.7,-5,-4,-9,4,-16,14,-1,4,18
Cc1csc(/N=C/N(C)C)c1C#N,0.2,-7,6,-7,-5,11,-4,-2,0,8

Continued:
Molecule,proKLK7 act,PLC-beta3 inh,Rev-erbA mod,Tn6 DDE FP,Tn7 DDE FP,sPLA2-III inh,ARFGAP1 inhibitor,UHRF1 MBD2 ctr,PLCg1 inh,ASAP1 GAP inh
CCOC(=O)C1=CN(Cc2cccc(F)c2)S(=O)(=O)N(C)C1c1ccc2ccccc2c1 (stereo not drawn),-0.2,2,4,-7,4,-17,-4,-4,-1,-2
CN(C)CCCN(Cc1cc2cc3c(cc2[nH]c1=O)OCCO3)C(=O)NC1CCCCC1,3.5,-44,-1,7,0,4,-3,0,-30,9
Cc1ccc(N2C(=O)CC(n3nc(C)cc3C)C2=O)cc1 (stereo not drawn),0.2,-1,-3,1,4,2,0,1,1,-1
Cc1ccnn1CC(=O)N/N=C/c1cn[nH]c1-c1ccc(F)cc1,-0.4,-6,0,4,-5,3,1,-4,1,3
O=C(Nc1ccccc1)c1cccnc1N1CCCC1,-0.1,-7,1,4,7,5,-10,-1,-2,1
COc1cc([N+](=O)[O-])ccc1NC(=O)CCCOc1cccc(C)c1C,0.3,4,2,-6,1,-30,1,-1,8,14
Cc1cccc(OCC(=O)N2CCN(C(=O)CCC3CCCC3)CC2)c1,0.3,4,0,3,-1,-2,10,-2,4,5
CCCC(=O)NNC(=O)c1c(O)c2ccccc2[nH]c1=O,0.0,3,5,-3,2,-1,-9,0,0,-9
Cc1ccc(NC(=O)Cc2nc(COC(=O)C(C)NS(=O)(=O)c3ccc(C)cc3)cs2)cc1 (stereo not drawn),1.6,-16,3,6,3,-50,1,1,1,-6
Cc1ccc(N2CC(C(=O)OCC(=O)c3ccc(C)c([N+](=O)[O-])c3)CC2=O)cc1 (stereo not drawn),0.5,0,-3,0,-1,-2,-4,1,2,-8
Cc1ccc(C)c(N(CC(=O)NN=C2CCCCCCC2)S(C)(=O)=O)c1,0.7,1,-5,4,-2,-15,-10,-1,0,4
C=CCn1c(-c2ccc([N+](=O)[O-])cc2)n[nH]c1=S,0.6,2,2,9,-6,10,2,-4,5,5
NS(=O)(=O)c1ccc(CCNC(=O)CN2CCCCC2)cc1,0.5,-4,4,10,0,2,-2,1,4,-6
Cc1cc(N/N=C/c2ccccc2O)nc(-c2ccccc2O)n1,-1.2,-43,4,-1,-4,5,-1,0,-43,4
Cc1cc(OCC(=O)NCCN2CCOCC2)ccc1Br,0.7,1,-4,5,-11,4,4,-2,2,1
CC(C)(Nc1ccccc1)C(=O)c1ccccc1,-0.4,3,0,3,5,-1,1,-2,3,3
Cc1ccc2nc(-c3ccc(NC(=O)CCN4C(=O)c5ccccc5C4=O)cc3)sc2c1,-0.2,-135,-3,1,9,7,8,-1,-112,3
NCCC1CCCC(CCN)N1 (stereo not drawn),0.0,1,3,4,6,-1,3,2,1,0
CCC(C)Cn1cnc2c(SCc3ccccc3F)nc(N)nc21 (stereo not drawn),-0.3,5,0,2,-2,-3,-1,-1,3,0
O=S(=O)(c1cccs1)N1CCN(c2cccc(Cl)c2)CC1,-0.3,-5,0,0,-2,-1,-6,-1,-1,-13
CCOc1ccc(Nc2ccc(S(=O)(=O)N3CCN(C)CC3)cc2[N+](=O)[O-])cc1OCC,-0.2,-2,-1,-4,1,-5,-1,-4,4,0
CC(C)[C@@H](C)/C=C/[C@@H](C)[C@H]1CC[C@@H]2[C@]1(C)CCC1[C@]23C=C[C@]2(C[C@@H](O)CC[C@]12C)N(c1ccc([N+](=O)[O-])cn1)O3 (stereo partly drawn),-0.7,-2,6,-5,-1,-8,2,0,1,8
COc1ccc(S[C@]2(C(=O)N3CCCC3)CC(=O)N[C@@H]2c2ccc(OC)cc2)cc1,-0.6,-3,2,6,-1,9,.,0,-2,.
O=C1Nc2cc3c(cc2Sc2ccccc21)OCCO3,-0.7,6,1,-10,7,-2,-10,-2,7,-5
Cc1c(C)c2c(OCC(=O)O)cc3c(c2oc1=O)CCC(C)(C)O3,33*,i,-3,-8,0,-1,-3,5,i,5
NC(=O)CC(NC(=O)c1cccc(Br)c1)c1ccc(NC2CCC2)c([N+](=O)[O-])c1 (stereo not drawn),0.0,-3,5,-5,8,-3,-8,-1,8,9
Cc1cc(N2CC(C(=O)O)CC2=O)ccc1Br (stereo not drawn),-0.5,2,2,-12,-2,1,0,-3,3,-5
O=C(NCC(c1ccco1)N1CCCCC1)c1cccc(S(=O)(=O)Nc2ccc(F)cc2)c1 (stereo not drawn),0.3,0,0,3,-8,-31,2,-1,2,13

An excerpt from above in order of the Tn6 DDE FP value, descending.
structure | proKLK7 act | PLC-beta3 inh | Rev-erbA mod | Tn6 DDE FP | Tn7 DDE FP | sPLA2-III inh | ARFGAP1 inhibitor | UHRF1 MBD2 ctr | PLCg1 inh | ASAP1 GAP inh
CN(C)CCCN(Cc1cc2cc3c(cc2[nH]c1=O)OCCO3)C(=O)NC1CCCCC1 | 3.5 | -44 | -1 | 7 | 0 | 4 | -3 | 0 | -30 | 9
Cc1ccnn1CC(=O)N/N=C/c1cn[nH]c1-c1ccc(F)cc1 | -0.4 | -6 | 0 | 4 | -5 | 3 | 1 | -4 | 1 | 3
Cc1cccc(OCC(=O)N2CCN(C(=O)CCC3CCCC3)CC2)c1 | 0.3 | 4 | 0 | 3 | -1 | -2 | 10 | -2 | 4 | 5
CCC(C)Cn1cnc2c(SCc3ccccc3F)nc(N)nc21 (stereo not drawn) | -0.3 | 5 | 0 | 2 | -2 | -3 | -1 | -1 | 3 | 0
CCCC(=O)NNC(=O)c1c(O)c2ccccc2[nH]c1=O | 0.0 | 3 | 5 | -3 | 2 | -1 | -9 | 0 | 0 | -9
